Compound activity deposited in PubChem by several laboratories.
GASC-1 inh = blocks human GASC-1 demethylase activity. 330,000 tested, 0.069% active. Q9H3R0. GST-JMJD2C(1-420) H3K9me3 demethylation, DELFIA europium. inhibition, % at 2.35 µM. AID 2099;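 active means more than half of a compound's replicate wells show inhibition beyond 50%, single wells judged on their own value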;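 further: signal counts dimethyl H3K9 product captured on neutravidin plate; 0% = median of DMSO wells and 100% = 0.3 times that DMSO median; strong numbers were not always called active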
RPL19A-GFP yeast = yeast TOR pathway RPL19A-GFP modulation | S. cerevisiae RPL19A-GFP strain, flow cytometry, 3 h; stronger effect = lower value | AID 2025 | percent response vs DMSO, % at 10 µM | 330,000 tested, 0.3% active;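 active means percent response vs DMSO below 50%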;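 further: median channel GFP fluorescence of the barcoded RPL19A-GFP strain; ratio of sample median GFP to plate DMSO average so 100% = DMSO; lower means less RPL19A-GFP as with rapamycin TOR inhibition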
AGP1-GFP MLPCN = yeast TOR pathway AGP1-GFP modulation; S. cerevisiae AGP1-GFP multiplex flow cytometry, 3 h; GFP as percent of DMSO wells; GFP response vs DMSO, % at 10 µM; 320,000 tested, 0.02% active;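 active means GFP response relative to DMSO above a set limit, near screen average plus 3 SD, cut at about 150% in these data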;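 further: median GFP channel fluorescence of the gated AGP1 strain per well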
GRK2 inh = inhibitors of human GRK2 displacing RNA aptamer. P25098. bead flow cytometry, FAM-aptamer displacement from GRK2. inhibition of aptamer binding, % at 10 µM. 330,000 tested, 0.59% active. AID 488847;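 active means inhibition of aptamer binding above 40%, roughly 3 SD of noise, on plates passing a quality check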;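 further: median bead fluorescence of bound FAM aptamer so fluorescent compounds give negative values; no value below 0 was filed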
LAP4-GFP MLPCN = modulators of TOR pathway LAP4-GFP in S. cerevisiae. S. cerevisiae LAP4-GFP multiplex, flow cytometry GFP, 3 h; median GFP as percent of DMSO wells. 320,000 tested, 0.34% active. AID 2023. GFP response vs DMSO, % at 10 µM;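 active means GFP response vs DMSO above a set limit, about the screen mean plus 3 SD, cut at about 150% in these data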
CIT2-GFP yeast = modulators of TOR pathway CIT2-GFP in S. cerevisiae; 320,000 tested, 0.065% active; GFP response vs DMSO, % at 10 µM; S. cerevisiae CIT2-GFP strain, flow cytometry, 3 h; 100 means same as DMSO wells;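 active means GFP response relative to DMSO above a set limit, near the screen mean plus 3 SD, cut at about 150% in these data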;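 further: ratio of well median GFP fluorescence to mean of DMSO wells on the plate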
MEP2-GFP yeast = modulators of TOR pathway MEP2-GFP in S. cerevisiae; 330,000 tested, 0.51% active; AID 2016; GFP response vs DMSO, % at 10 µM; S. cerevisiae MEP2-GFP strain, flow cytometry GFP, 3 h; 100% = DMSO control level;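 active means GFP response versus DMSO above a set limit, roughly screen mean plus 3 SD, cut at about 180% in these data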;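 further: median GFP fluorescence of the barcode-gated MEP2-GFP cells per well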
VLA-4 inh = inhibition in a human VLA-4 binding assay; inhibition, % (about 7 µM as worked out from the volumes in the protocol); AID 2557; P13612; VLA-4 expressing cells, ligand binding flow cytometry; 330,000 tested, 0.2% active; in the data active means inhibition above about 50%
Target sequence (P13612 whole entry, looked up): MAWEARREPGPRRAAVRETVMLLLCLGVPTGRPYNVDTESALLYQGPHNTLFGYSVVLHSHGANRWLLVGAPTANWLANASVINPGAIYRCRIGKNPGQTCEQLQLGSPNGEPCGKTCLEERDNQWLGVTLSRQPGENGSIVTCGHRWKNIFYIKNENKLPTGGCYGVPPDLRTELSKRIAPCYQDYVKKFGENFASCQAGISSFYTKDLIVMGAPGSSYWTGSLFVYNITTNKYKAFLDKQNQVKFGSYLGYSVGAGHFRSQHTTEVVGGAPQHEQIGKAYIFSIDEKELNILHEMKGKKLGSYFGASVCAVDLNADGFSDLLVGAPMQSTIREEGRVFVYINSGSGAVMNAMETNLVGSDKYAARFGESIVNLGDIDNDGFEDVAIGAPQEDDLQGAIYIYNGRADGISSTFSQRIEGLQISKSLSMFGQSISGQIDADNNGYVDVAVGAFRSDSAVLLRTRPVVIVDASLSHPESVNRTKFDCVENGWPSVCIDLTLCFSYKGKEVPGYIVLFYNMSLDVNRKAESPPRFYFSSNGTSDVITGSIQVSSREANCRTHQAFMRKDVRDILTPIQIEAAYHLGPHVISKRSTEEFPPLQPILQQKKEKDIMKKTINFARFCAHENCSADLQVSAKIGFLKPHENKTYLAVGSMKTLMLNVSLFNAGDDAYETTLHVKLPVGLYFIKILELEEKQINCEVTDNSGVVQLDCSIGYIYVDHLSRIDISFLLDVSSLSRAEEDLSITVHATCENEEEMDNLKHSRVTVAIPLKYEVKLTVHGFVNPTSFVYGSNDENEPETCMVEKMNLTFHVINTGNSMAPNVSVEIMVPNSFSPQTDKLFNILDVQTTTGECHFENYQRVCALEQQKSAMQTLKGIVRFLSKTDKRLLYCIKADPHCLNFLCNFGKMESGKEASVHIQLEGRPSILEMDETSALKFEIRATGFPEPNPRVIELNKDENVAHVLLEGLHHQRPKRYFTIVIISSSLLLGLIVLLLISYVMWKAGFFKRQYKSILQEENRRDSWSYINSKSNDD
* marks the source's active call; other numbers are inactive results; x = no result given; & = joins results of further samples. Random draw from the library. About 1.7% of those tested had a hit in this group.

Start of the listing, in advance (three entries):
SMILES	GASC-1 inh	RPL19A-GFP yeast	AGP1-GFP MLPCN	GRK2 inh	LAP4-GFP MLPCN	CIT2-GFP yeast	MEP2-GFP yeast	VLA-4 inh
O=C(COC(=O)CCC(=O)c1cccs1)Nc1ccccc1C(F)(F)F	0	92	86	2	91	87	90	-17
N#Cc1ccccc1NC(=O)CSc1nnc(-c2ccccc2)n1-c1ccccc1	-4	100	111	0	103	106	95	12
CCc1ccc2oc(=O)cc(CN3CCC(C)CC3)c2c1	5	117	120	1	110	116	108	-4

All compounds of this part, from the first entry:
SMILES	GASC-1 inh	RPL19A-GFP yeast	AGP1-GFP MLPCN	GRK2 inh	LAP4-GFP MLPCN	CIT2-GFP yeast	MEP2-GFP yeast	VLA-4 inh
O=C(COC(=O)CCC(=O)c1cccs1)Nc1ccccc1C(F)(F)F	0	92	86	2	91	87	90	-17
N#Cc1ccccc1NC(=O)CSc1nnc(-c2ccccc2)n1-c1ccccc1	-4	100	111	0	103	106	95	12
CCc1ccc2oc(=O)cc(CN3CCC(C)CC3)c2c1	5	117	120	1	110	116	108	-4
C=C(C)Cn1c(CNC(C)=O)nc2ccccc21	-15	95	99	2	96	91	91	-3
CSC1=N/C(=C\c2ccc(C)cc2)C(=O)S1	0	99	104	0	107	94	101	20
O=C(NCCCNC(=O)c1ccc(F)cc1)c1ccc(F)cc1	-5	105	102	0	97	104	106	7
CCSc1nnnn1-c1ccccc1	1	103	100	0	103	113	110	-1
Cc1nc(-c2ccccc2)sc1C1(C)CC(c2ccccc2F)=NO1 (stereo unspecified)	3	100	106	0	96	103	99	27
COC(=O)CN1C(=O)[C@H]2[C@@H](c3ccc(C)o3)N3C(=O)CN(Cc4ccccn4)C(=O)[C@@]3(Cc3ccccc3)[C@H]2C1=O	-10	98	80	0	125	83	92	-2
COC(=O)C1=C(C)NC(=O)CC1c1ccc(C(=O)OC)cc1 (stereo unspecified)	1	105	105	0	106	99	103	10
Cc1nn(C(C)C(=O)NCCc2ccccc2)c(=O)c2cc3occc3n12 (stereo unspecified)	-2	93	104	4	104	101	105	12
Cc1ccc(CNC(=O)c2cc3c(-c4ccc(Cl)cc4)nn(C)c3s2)o1	-20	94	93	1	105	97	111	0
Cc1cc(C)n(CCC(=O)N=Nc2c(O)[nH]c3ccccc23)n1	5	93	97	3	94	95	102	2
Cc1ccccc1C(=O)NCC(=O)NNC(=O)c1cccc(Cl)c1	13	94	92	0	97	98	98	16
O=C(O)c1ccc(CNCc2ccc(Cl)cc2)cc1	-4	103	102	1	89	103	99	33
CN(C)c1ccc(C2OC(=O)C(C)(C)C(=O)C2(C)C)cc1 (stereo unspecified)	-2	x	103	5	98	103	91	17
Cc1cc(Br)cc(C)c1NC(=S)NC(=O)CC(C)C	1	100	103	0	103	95	99	-13
O=C(NCCCN1CCCC1=O)C(=O)NCC1OCCCN1S(=O)(=O)c1cc(F)ccc1F (stereo unspecified)	12	104	102	3	98	104	108	-5
C(=C\c1ccc2ccccc2n1)/c1ccccc1	-7	102	99	6	113	92	105	-7
Cc1c(C(=O)N2CCN(c3ccc(F)cc3)CC2)sc2nc(-c3ccccc3)cn12	3	101	102	0	87	97	101	-2

Structures from the list above containing an aryl thioether with sulfur outside any ring:
SMILES	GASC-1 inh	RPL19A-GFP yeast	AGP1-GFP MLPCN	GRK2 inh	LAP4-GFP MLPCN	CIT2-GFP yeast	MEP2-GFP yeast	VLA-4 inh
N#Cc1ccccc1NC(=O)CSc1nnc(-c2ccccc2)n1-c1ccccc1	-4	100	111	0	103	106	95	12
CCSc1nnnn1-c1ccccc1	1	103	100	0	103	113	110	-1

Continuation.
SMILES	GASC-1 inh	RPL19A-GFP yeast	AGP1-GFP MLPCN	GRK2 inh	LAP4-GFP MLPCN	CIT2-GFP yeast	MEP2-GFP yeast	VLA-4 inh
CCCOC(=O)Nc1sc2c(c1C(=O)OCC)CCC2	-9	100	98	0	104	104	102	12
CC(=O)Nc1nonc1-n1nnc(C(=O)NCc2ccccc2)c1C	7	93	94	0	97	102	98	-3
Cc1ccc(CC2C(=O)N(c3cc(C)ccc3C)C(=O)C2C)cc1 (stereo unspecified)	10	101	101	1	90	108	109	1
O=C(Nc1ccccc1Cl)NC1CCCCCCC1	-5	106	86	23	72	92	99	12
Cc1ccc2nc(-c3ccc(SCC(=O)N4CCc5ccccc54)nc3)[nH]c2c1	-5	97	97	1	94	105	96	-7
Cc1cccc(NC(=O)C2CCN(S(=O)(=O)c3cccs3)CC2)c1	-7	97	101	1	98	99	100	-4
Cn1cc(/C=C2\SC(=S)N(N3CCOCC3)C2=O)c2ccccc21	-28	111	102	0	102	89	103	-2
CN(CCOc1ccccc1)CC(=O)Nc1ccc([N+](=O)[O-])cc1Cl	0	98	98	1	102	99	101	2
CCN1C(=O)/C(=C\c2ccco2)C(C(=O)OC)=C1C	-6	98	90	11	98	100	100	23
O=C(c1ccc(Cl)nc1)N1CCC(Cc2ccccc2)CC1	4	104	107	0	110	99	96	12
Cc1ccc(N2C(=O)CC(Sc3ncccc3C(=O)O)C2=O)cc1 (stereo unspecified)	0	105	101	2	101	91	98	4
O=C(NCCCCCCNC(=O)OC1CCS(=O)(=O)C1)OC1CCS(=O)(=O)C1 (stereo unspecified)	-1	104	103	1	x	103	98	4
COc1ccc(NC(=O)c2ccco2)cc1S(=O)(=O)N1CCOCC1	-3	102	109	0	104	108	103	5
Oc1c(Br)cc(Br)cc1/C=N/n1c(-c2ccccc2)n[nH]c1=S	9	112	103	3	106	95	109	-17
O=C(c1cc(COc2cccc(C(F)(F)F)c2)on1)N1C[C@@H]2CCC[C@H]1C2	-2	104	99	15	108	99	100	5
CC1(C)CC(N2CCCC2)=CC(=[N+]2CCCCC2)C1	26	102	103	2	106	97	101	50*
CC(NC(N)=O)C(=O)Nc1ccc(Cl)c(S(=O)(=O)Nc2ccc(Br)cc2)c1 (stereo unspecified)	-5	98	120	0	112	113	103	-11
Cc1ccc(NC(=O)CSc2nc(N)cc(=O)[nH]2)cc1S(=O)(=O)N1CCCCCC1	-2	104	110	11	103	108	107	2
COc1ccc(C(=O)O/N=C(/C)c2cccs2)cc1	3	95	98	0	113	94	120	28
CCN(CC)S(=O)(=O)c1cccc(C(=O)Nc2sc3c(c2C(N)=O)CCCC3)c1	12	101	101	2	98	108	104	-2

Copied from the listing (4 entries):
SMILES	GASC-1 inh	RPL19A-GFP yeast	AGP1-GFP MLPCN	GRK2 inh	LAP4-GFP MLPCN	CIT2-GFP yeast	MEP2-GFP yeast	VLA-4 inh
Cn1cc(/C=C2\SC(=S)N(N3CCOCC3)C2=O)c2ccccc21	-28	111	102	0	102	89	103	-2
CN(CCOc1ccccc1)CC(=O)Nc1ccc([N+](=O)[O-])cc1Cl	0	98	98	1	102	99	101	2
CCN1C(=O)/C(=C\c2ccco2)C(C(=O)OC)=C1C	-6	98	90	11	98	100	100	23
O=C(c1ccc(Cl)nc1)N1CCC(Cc2ccccc2)CC1	4	104	107	0	110	99	96	12

Next entries:
SMILES	GASC-1 inh	RPL19A-GFP yeast	AGP1-GFP MLPCN	GRK2 inh	LAP4-GFP MLPCN	CIT2-GFP yeast	MEP2-GFP yeast	VLA-4 inh
O=C1C(=O)N(Cc2ccccc2)C(c2cccc(O)c2)/C1=C(\O)c1ccc2c(c1)OCCO2 (stereo unspecified)	-1	46*	80	7	95	110	149	2
O=C(NCCCO)C(=O)Nc1ccc2c(c1)N(S(=O)(=O)c1cccs1)CCC2	7	104	108	0	107	105	102	12
CC(=O)c1cc2c(cc1NC(=O)c1ccc(C)cc1)OCO2	-20	102	104	0	99	110	105	4
O=C(Nc1nnc(CSCc2ccccc2F)s1)c1cccc([N+](=O)[O-])c1	-21	102	94	23	95	99	102	1
CCC(C)(C)n1nnnc1C(c1ccc(OC)c(OC)c1)N1CCN(c2ccc(F)cc2)CC1 (stereo unspecified)	-2&8	97	102	0	109	99	108	18
Cc1nnc(NC(=O)c2cccc(Br)c2)s1	-8	99	93	1	102	93	98	5
Cc1ccc(S(=O)(=O)N2CCCC2)cc1C(=O)NCc1ccccn1	0	102	104	2	98	96	102	-3
COC(=O)CNC(c1ccccc1)c1cc(Br)ccc1N (stereo unspecified)	-2	99	98	2	106	94	91	14
Cc1ccc(NC(=O)COC(=O)c2cc(Cl)cc(Cl)c2)c(Br)c1	0	105	104	0	103	116	112	-12
Clc1cc(Br)ccc1OCCOCCOc1cccc2cccnc12	-19	99	92	0	94	82	92	-13
O=C1c2ccccc2C(=O)N1Cc1nc2ccccc2c(=O)n1Cc1ccco1	10	100	97	2	96	91	101	17
Cc1ccc2oc(=O)c3cc(C(=O)NCCCN4C(C)CCCC4C)sc3c2c1 (stereo unspecified)	-13	104	104	0	96	103	110	17
Cc1c(Cl)cccc1NC(=S)N(CCN(C)C)C(C)c1ccco1 (stereo unspecified)	-8	100	112	2	107	111	102	4
C=CCSc1nc(C)cc(C(=O)OCC)c1C#N	0	101	79	1	95	88	99	-1
Cc1cc(C(=O)COc2ccccc2C#N)c(C)n1C1CC1	4	95	100	2	112	86	96	-9
Cc1cc(N=Nc2ccccc2)c(NCC(O)C(O)C(O)CO)cc1C (stereo unspecified)	4	97	96	1	105	102	97	-4
COC(=O)CCC(=O)Nc1ccc2oc3c(c2c1)CCCC3	4	97	91	0	103	91	101	11
Cc1cccc(NC(=O)CN2C(=O)CNC2=O)c1	3	114	108	5	110	98	113	5
Nc1c(N(CCC2=CCCCC2)C(=O)C2CC2)c(=O)[nH]c(=O)n1Cc1ccccc1	-2	105	101	0	99	108	106	4
CC(CN(C)C)CN1c2ccccc2CCc2ccccc21 (stereo unspecified)	-18	97	88	0	133	88	97	21
Cc1ccc(S(=O)(=O)N2CCOCC2)cc1C(=O)Nc1ccc(C(N)=O)cc1	-8	96	92	0	92	98	98	-12
COc1ccc(Br)cc1C1CC(=O)N2CN(Cc3ccccc3)CSC2=C1C#N (stereo unspecified)	18	103	95	0	122	97	106	1
C/C(CS(=O)(=O)c1ccccc1)=N\O	58	97	94	0	96	95	97	5
CS(=O)(=O)c1ccc(-c2cc(Br)sc2-c2ccc(F)cc2)cc1	-3	105	97	1	114	103	95	-2
Cc1cc(/C(N)=N/OC(=O)Nc2ccc(Cl)cc2)no1	-7	99	112	0	112	110	102	1
CCOc1ccccc1CNC(=O)C1CCN(c2nn3c(=O)cc(C)nc3s2)CC1	-8	103	102	0	99	105	110	-1

Quoted from the listing.
CIT2-GFP yeast with COc1ccc(Br)cc1C1CC(=O)N2CN(Cc3ccccc3)CSC2=C1C#N (stereo unspecified) reads 97
CIT2-GFP yeast with CS(=O)(=O)c1ccc(-c2cc(Br)sc2-c2ccc(F)cc2)cc1 reads 103
